TEAD-YAP block = TEAD-YAP interaction inhibition; AID 1259422; HEK-TIYL cells, TEAD-Gal4/YAP UAS-luciferase luminescence; inhibition, % at 9.12 µM; hit rate 1.4% among 640,000; in the data active means inhibition above about 32%;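 further: 0% = median of test compound wells and 100% = reference inhibitor wells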
FBW7 act = activators of human E3 ligase FBW7. hit rate 0.13% among 650,000. normalized activity (activation), % at 26.1 µM. AID 1259310. Q969H0. AlphaScreen FBW7–phospho-cyclin E peptide binding, activator screen; in the data active means normalized activity above about 1.9%;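 further: purified mutant Fbw7 with reduced substrate affinity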
Target sequence (Q969H0 whole entry, looked up): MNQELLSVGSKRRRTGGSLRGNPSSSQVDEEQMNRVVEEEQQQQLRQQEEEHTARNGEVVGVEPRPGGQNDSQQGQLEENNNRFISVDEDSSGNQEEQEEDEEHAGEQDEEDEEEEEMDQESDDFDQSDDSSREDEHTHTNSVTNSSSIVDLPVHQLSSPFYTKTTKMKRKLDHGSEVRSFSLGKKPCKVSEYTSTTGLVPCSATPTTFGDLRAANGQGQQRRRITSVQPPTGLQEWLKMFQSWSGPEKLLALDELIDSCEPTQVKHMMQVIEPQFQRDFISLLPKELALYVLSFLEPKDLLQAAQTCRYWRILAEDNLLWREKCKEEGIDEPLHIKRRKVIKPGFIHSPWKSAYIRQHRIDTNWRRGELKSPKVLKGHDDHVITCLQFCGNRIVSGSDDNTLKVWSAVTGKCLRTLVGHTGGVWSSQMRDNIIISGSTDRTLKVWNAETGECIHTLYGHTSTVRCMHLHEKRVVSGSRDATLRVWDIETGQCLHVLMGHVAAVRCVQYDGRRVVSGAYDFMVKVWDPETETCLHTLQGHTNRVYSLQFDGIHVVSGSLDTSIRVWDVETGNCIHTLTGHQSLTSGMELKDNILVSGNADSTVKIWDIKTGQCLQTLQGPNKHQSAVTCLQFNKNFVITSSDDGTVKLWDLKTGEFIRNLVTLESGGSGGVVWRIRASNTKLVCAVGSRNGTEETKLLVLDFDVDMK
MITF primary = inhibitors of human MITF; hit rate 0.91% among 650,000; AlphaScreen MITF homodimerization, bead proximity signal; O75030; AID 1259374; inhibition, % at 2.6 µM; in the data active means inhibition above about 50%;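 further: 0% = vehicle wells with protein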
GPR151 ag = activators of human GPR151 | Q8TDV0 | PathHunter beta-arrestin GPR151 cells, luminescence | activation, % at 11.2 µM | hit rate 1% among 650,000; in the data active means activation above about 4.9%;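 further: 0% = median of compound wells and 100% = cells with positive control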
Target sequence (Q8TDV0 whole entry, looked up): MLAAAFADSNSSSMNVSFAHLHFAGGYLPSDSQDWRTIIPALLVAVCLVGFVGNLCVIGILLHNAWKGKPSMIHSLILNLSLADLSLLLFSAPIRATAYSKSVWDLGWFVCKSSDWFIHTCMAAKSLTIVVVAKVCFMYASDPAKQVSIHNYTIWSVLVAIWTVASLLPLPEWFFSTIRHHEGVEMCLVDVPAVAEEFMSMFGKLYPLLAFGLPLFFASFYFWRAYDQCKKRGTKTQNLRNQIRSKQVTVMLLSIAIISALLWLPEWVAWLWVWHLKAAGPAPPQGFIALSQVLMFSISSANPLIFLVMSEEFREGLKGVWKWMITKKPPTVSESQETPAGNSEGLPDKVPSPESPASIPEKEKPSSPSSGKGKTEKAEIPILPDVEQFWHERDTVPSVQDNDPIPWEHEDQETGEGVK
Active calls of the source: *.

SMILES | TEAD-YAP block | FBW7 act | MITF primary | GPR151 ag
CCOC(=O)C1CCN(S(=O)(=O)c2ccc(F)c(C(=O)Nc3ccc(F)c(F)c3)c2)CC1 | -6 | 0.1 | -21 | -0.9
C[C@@H]1NC(=O)[C@@H]2C[C@H](NC(=O)Nc3ccccc3C(F)(F)F)CN2C1=O | 2 | -0.2 | 7 | 0.1
COc1cc(NS(=O)(=O)c2ccc3[nH]c4c(c3c2)CCCC4)cc(OC)c1 | 3 | 0.0 | -26 | 0.3
NC(=O)C1CCCN(Cc2c(Cl)cccc2Cl)C1 (centres undefined) | 6 | -0.2 | 44 | -0.6
O=C(NCc1ccncc1)c1ccc(OC2CCN(Cc3nccs3)CC2)cc1 | 27 | 0.1 | 10 | -0.5
CCN(CC)CCSc1ccc(-c2ccc3c(c2)OCO3)nn1 | -30 | 0.1 | 13 | -1.1
COc1cc(OC)cc(C(=O)Oc2ccccc2Cl)c1 | 6 | 0.0 | 4 | 2.0
CCCNC(=O)C1CCN(c2ccc(Nc3ccncn3)nn2)CC1 | 9 | 0.5 | -2 | -1.4
O=C(COc1ccc2ccccc2c1)N1CCc2ccccc2C1 | 2 | 0.2 | -5 | 1.6
CCOC(=O)c1c(NC(=O)C(F)(F)F)sc2c1CCN(C(=O)OCC)C2 | -2 | 0.0 | -14 | 1.2
COc1ccccc1Nc1cc(C)nc2ccccc12 | 6 | 0.1 | 5 | -0.2
COc1cc(NC(=O)COc2ccc([N+](=O)[O-])cc2)ccc1NC(=O)c1ccco1 | 7 | 0.0 | 5 | 1.3
CCC(C)NC(=O)c1nn(-c2ccc(OC)cc2OC)c(=O)c2ccccc12 (centres undefined) | 2 | 0.1 | 9 | -0.4
CN(C)C(=S)NC1CCS(=O)(=O)C1 (centres undefined) | 5 | 0.4 | 1 | 0.4
CN1C(=O)C(C)(C)c2cc(S(=O)(=O)N(C)CC(=O)NCc3ccccc3)ccc21 | 0 | 0.2 | 0 | -0.3
COc1ccc(N/C(N)=N/c2nc(C)cc(C)n2)cc1 | -6 | -0.1 | 4 | -1.0
COc1cc(/C=C(\C#N)C(=O)O)ccc1O | 1 | 0.1 | 10 | 2.3
CCOC(=O)C1=C(C)Nc2ncnn2C1c1ccc(C)o1 (centres undefined) | 0 | 0.0 | -1 | 0.0
N#Cc1cc(Cl)nc2ccccc12 | 12 | 0.0 | 11 | 1.1
Cc1ccc(Cn2c(SCC(N)=O)nc3nccnc3c2=O)cc1 | 1 | 0.0 | 2 | -1.4
CCc1ccc(S(=O)(=O)N2CCCN(S(=O)(=O)c3ccc(CC)cc3)CC2)cc1 | 3 | 0.0 | -1 | 1.1
O=C(NCCN1CCOCC1)c1ccc2nc(-c3ccc(C(=O)NC4CC4)cc3)sc2c1 | -32 | -0.1 | -11 | 3.6
CCOCCCNC(=O)Cn1ncc2c(=O)oc3ccccc3c21 | -2 | -0.1 | -9 | -0.6
Cc1nc2ccccc2c(=O)n1NC(=O)c1ccc(C(F)(F)F)cc1 | -3 | 0.1 | 7 | 1.1
COc1ccc(-c2csc(CCn3nc(C)cc3C)n2)cc1 | -30 | 0.1 | -2 | -0.4
CCCOc1ccc(S(=O)(=O)NCc2ccco2)cc1 | -4 | 0.1 | -10 | 2.6
Cc1[nH]c2ccccc2c1CCNC(=O)/C(=C/c1ccccc1)NC(=O)c1cccc(Br)c1 | 2 | 0.0 | 18 | 1.8
OC1COC(Nc2ccccc2NC2OCC(O)C(O)C2O)C(O)C1O (centres undefined) | -52 | -0.1 | 5 | -0.5
O=C(Nc1nccs1)c1ncoc1-c1ccccc1C(F)(F)F | 17 | 0.0 | 9 | -0.4
CC(C)n1c(N2CCOCC2)nc2c(NCc3nc4ccccc4[nH]3)ncnc21 | 6 | -0.3 | -2 | 1.7
O=C(NC1CCCC1)c1sc(=S)n2c1[nH]c(=O)c1ccc(C(=O)N3CCCC3)cc12 | 0 | -0.1 | 0 | 0.6
CN1CCN(C(=O)c2ccc(-c3nc(NCc4cccnc4)c4ncn(-c5ccccc5)c4n3)cc2)CC1 | 10 | 0.2 | 11 | -2.0
CCN1c2ncccc2C(=O)NC12CCN(C(C)=O)CC2 | -9 | 0.9 | 12 | -0.2
COc1ccccc1C(=O)NNC(=O)c1cccc(I)c1 | -43 | -0.1 | 0 | -1.6
CCOC(=O)c1sc(NS(=O)(=O)c2ccc(NC(C)=O)cc2)nc1C | 10 | 0.0 | 11 | 0.1
O=C(COC(=O)c1ccc(Cl)cc1[N+](=O)[O-])NC(=O)NCc1ccccc1 | -2 | -0.1 | -5 | 0.4
CCOc1ccccc1NC(=O)c1ccc(F)c(S(=O)(=O)NC2CCCC2)c1 | 4 | -0.1 | -4 | -1.7
CN(C)C(=O)c1nc2ccc(Cl)cn2c1CNCc1ccc2c(c1)n(C)c(=O)n2C | 5 | -0.1 | 2 | -1.1
Nc1ccc(S(=O)(=O)Nc2nccc(/C=C/c3ccccc3F)n2)cc1 | -9 | -0.2 | -10 | -0.3
O=C(Nc1ccccc1F)c1ccccc1[N+](=O)[O-] | 1 | 0.0 | -27 | 0.4

Grouped by structure: the compounds so far with a nitro group on carbon
SMILES | TEAD-YAP block | FBW7 act | MITF primary | GPR151 ag
COc1cc(NC(=O)COc2ccc([N+](=O)[O-])cc2)ccc1NC(=O)c1ccco1 | 7 | 0.0 | 5 | 1.3
O=C(COC(=O)c1ccc(Cl)cc1[N+](=O)[O-])NC(=O)NCc1ccccc1 | -2 | -0.1 | -5 | 0.4
O=C(Nc1ccccc1F)c1ccccc1[N+](=O)[O-] | 1 | 0.0 | -27 | 0.4

Following part
SMILES | TEAD-YAP block | FBW7 act | MITF primary | GPR151 ag
Cc1ccc(C(=O)Nc2sc3c(c2C(=O)N2CCCC2)CCCCC3)cc1 | 2 | 0.0 | 6 | 2.0
COC(=O)C1=CN(C2CC2)C=C(C(=O)OC)C1c1ccc(OC)c(O)c1 | -6 | -0.2 | 5 | 1.2
CC(=O)Cn1ccc([N+](=O)[O-])n1 | -8 | -0.1 | -5 | 0.4
O=C(Nc1cccc(-c2nc3ncccc3o2)c1)c1ccc(Br)o1 | -1 | 0.4 | -6 | 0.4
O=Cc1cn(CC(O)CN2CCCCC2)c2ccccc12 (centres undefined) | 4 | 0.0 | 3 | 0.0
COC(=O)c1sc(NC(=O)c2ccc(F)cc2)c(C(=O)OC)c1C | -2 | -0.2 | -7 | -0.1
CCCn1c(=S)[nH]c2cc(C(=O)N3CCN(C)CC3)ccc2c1=O | 1 | 0.0 | 5 | 1.2
CCOc1ccc(N=c2scc(-c3ccc(Cl)s3)n2CCCO)cc1 | -14 | -0.1 | 21 | -0.3
Cc1cc(C(=O)COC(=O)CN2C(=O)NC(C)(C)C2=O)c(C)n1Cc1cccs1 | -12 | 0.3 | 14 | -0.9
O=C(NC(=S)Nc1cccc(Cl)c1)c1ccco1 | -21 | -0.1 | -7 | 1.1
CCn1c(SCC(=O)c2ccccc2)nc2sc3c(c2c1=O)CC(C)(C)OC3 | -18 | -0.2 | 10 | 0.3
O=[N+]([O-])c1cc([N+](=O)[O-])c(N2CCCCCC2)cc1Cl | -12 | -0.2 | -11 | -1.7
CCOC(=O)c1[nH]c(C)c(C(=O)NCCCN2CCCCCC2)c1C | 0 | -0.2 | -15 | -0.8
COc1cc(OC)cc(C(=O)N2CCc3ccccc3C2CNC(=O)Nc2cccc3ccccc23)c1 (centres undefined) | 18 | 0.7 | 8 | -1.9
COC(=O)c1cc2c(cc1Cl)SC(=NCCCN1CCOCC1)NS2(=O)=O | -2 | -0.1 | -7 | 0.7
CC(=O)c1c(C(C)=O)c(C)n(-c2ccc(C)c(N)c2)c1C | -6 | -0.3 | 7 | 0.1
Cc1nc2c(c(N3CCOCC3)n1)CN(Cc1cccc(C#N)c1)CC2 | -6 | 0.1 | -5 | 1.9
CCOC(=O)c1c(NC(=O)/C=C/c2ccc(OCC)cc2)sc(C(C)=O)c1C | -6 | 0.0 | -2 | 0.2
CCC(C)NS(=O)(=O)c1ccc(NC(=O)C2CCCO2)cc1 (centres undefined) | -2 | 0.4 | 24 | 1.5
COc1ccc(Cl)cc1N(CC(=O)Nc1ccc2c(c1)OCO2)S(=O)(=O)c1ccc(C)c([N+](=O)[O-])c1 | -17 | 0.1 | 4 | -0.5

Whole records, quoted from the list:
O=C(Nc1cccc(-c2nc3ncccc3o2)c1)c1ccc(Br)o1 across the screens: TEAD-YAP block = -1; FBW7 act = 0.4; MITF primary = -6; GPR151 ag = 0.4
CCC(C)NS(=O)(=O)c1ccc(NC(=O)C2CCCO2)cc1 (centres undefined) across the screens: TEAD-YAP block = -2; FBW7 act = 0.4; MITF primary = 24; GPR151 ag = 1.5

Next part:
SMILES | TEAD-YAP block | FBW7 act | MITF primary | GPR151 ag
CN1CCc2cc(C(CNC(=O)NC3CCCCC3)N3CCCC3)ccc21 (centres undefined) | 1 | -0.1 | 10 | 0.8
Cc1cc(S(=O)(=O)N(CCC(=O)O)Cc2ccccc2F)ccc1F | 1 | 0.0 | 12 | 0.2
Cc1nn(C)c(C)c1CCC(=O)N1CCN(S(C)(=O)=O)CC1 | 0 | -0.2 | -3 | 1.1
O=C(CSc1ccc(Cl)cc1)NNC(=O)Nc1ccc(F)cc1F | 2 | 0.1 | 10 | 0.6
COc1cc2c(cc1OC)C(COc1ccc([N+](=O)[O-])cc1)N(C(=O)Nc1ccc(Cl)cc1)CC2 (centres undefined) | 9 | 0.4 | 14 | 0.3
C=CCN1C(=O)/C(=C\c2ccc(N(C)C)c(Br)c2)C(=O)NC1=S | 0 | 0.0 | -6 | 0.5
CC(C)(C)C1CC=C2C(C1)C(c1ccc(Cl)s1)C(C#N)=C(N)C2(C#N)C#N (centres undefined) | 1 | 0.2 | 3 | -0.3
Fc1cccc(F)c1Nc1ncnc2ccccc12 | 4 | 0.7 | 9 | 0.4
CN(CC(=O)N1CCc2ccccc21)S(=O)(=O)c1ccc2[nH]c3c(c2c1)CCCC3 | -7 | -0.1 | -14 | -1.7
CC(CCc1ccccc1)NC(=O)Cn1cnc2c1c(=O)n(C)c(=O)n2C (centres undefined) | 1 | -0.1 | 3 | 0.0
Nc1ccc(N2CCOCC2)c2nonc12 | 4 | -1.0 | 19 | 2.2
Cn1ccnc1SCc1cc(=O)c(OC(=O)c2ccc(-c3ccccc3)cc2)co1 | -2 | -0.1 | -5 | 0.5
COc1ccccc1/C=C/C=C1\N=C(c2cc(Br)ccc2OC)OC1=O | 7 | 0.0 | 1 | 1.1
COc1ccc(C2c3c(-c4ccccc4O)n[nH]c3C(=O)N2CC2CCCO2)cc1 (centres undefined) | 4 | -0.2 | 4 | 0.3
CC(=O)Nc1cccc(Oc2cc3c(cn2)nc(-c2nonc2N)n3-c2ccc(OCCN(C)C)cc2)c1 | -3 | -0.1 | -7 | -0.3
CCCS(=O)(=O)N1CCC(C(=O)NCCCN2CCCCC2CC)CC1 (centres undefined) | 5 | 0.0 | 7 | -0.3
CN1C(=O)C2ON(c3ccccc3)C(c3ccccc3)C2C1=O (centres undefined) | 11 | 0.0 | 1 | 0.5
N=c1oc2cc(O)ccc2cc1C(=O)Nc1ccc(Br)cc1 | -21 | 0.7 | -13 | -2.1
O=C1CCCN1CCCNc1nc(NC2CC2)c2ncn(-c3ccsc3)c2n1 | 34* | -0.1 | 8 | 3.0
O=C(Nc1ccc([N+](=O)[O-])c(NC(=O)c2ccccc2F)c1)c1ccccc1F | -1 | 0.0 | -11 | 0.8

Three entries from above, with values under each structure:
The line under a structure holds: TEAD-YAP block	FBW7 act	MITF primary	GPR151 ag
- COc1cc(NC(=O)COc2ccc([N+](=O)[O-])cc2)ccc1NC(=O)c1ccco1
 : 7	0.0	5	1.3
- CCC(C)NC(=O)c1nn(-c2ccc(OC)cc2OC)c(=O)c2ccccc12 (centres undefined)
 : 2	0.1	9	-0.4
- CN(C)C(=S)NC1CCS(=O)(=O)C1 (centres undefined)
 : 5	0.4	1	0.4

(listing goes on)
SMILES | TEAD-YAP block | FBW7 act | MITF primary | GPR151 ag
COc1ccccc1CN(C(=O)c1c(F)cccc1F)C1CC(C)(C)NC(C)(C)C1 | -10 | 0.1 | 7 | 0.9
CC(C)(C)c1csc2ncc(C(=O)NCc3c(F)cccc3F)c(=O)n12 | 6 | -0.2 | 5 | -1.0
CCn1c(N)c(C(=O)NCCOC)sc1=S | -10 | -0.1 | 5 | 1.7
COC(=O)c1cc(-c2cccc([N+](=O)[O-])c2)nc2ccccc12 | 13 | 0.1 | 4 | 0.0
Cc1cccc(NC(=O)Cn2cnc3sc4c(c3c2=O)CCCC4)n1 | 12 | 0.0 | 4 | -2.0
O=C(Nc1ncc(S(=O)(=O)c2ccc([N+](=O)[O-])cc2)s1)c1ccccc1Cl | -7 | 0.2 | 18 | -0.9
CSc1nsc(SC)c1C(=O)OCC(F)(F)F | 0 | -0.1 | 0 | 0.6
COC(=O)c1c(NC(=O)C(N)=O)sc2c1CCC2 | 15 | -0.2 | 10 | -0.2
Cc1nn2c(N3CCOCC3)c3c(nc2c1-c1cccs1)CCC3 | 16 | 0.1 | -3 | 0.0
Cc1ccccc1C(=O)OC(C)CN1CCCC1 (centres undefined) | 5 | 0.0 | -6 | 1.1
COc1cc(C2C(C(=O)Nc3ccccn3)=C(C)NC3=C2C(=O)CC(C)(C)C3)cc(OC)c1OC (centres undefined) | -3 | -0.3 | 4 | -0.6
O=c1/c(=C/C=C/c2ccccc2)sc2nc(-c3ccco3)nn12 | 4 | 0.0 | 19 | 0.7
COc1cccc(-c2ccc(SCC(=O)Nc3ccc(NC(C)=O)cc3)nn2)c1 | -14 | 0.7 | 1 | -11
Cn1c(=O)c2c(nc(SCC(=O)NCCc3ccccc3)n2Cc2ccc(Br)cc2)n(C)c1=O | -15 | 0.4 | 11 | -1.2
COc1ccc(C2C(C(=O)O)c3ccccc3C(=O)N2Cc2ccc(F)cc2)cc1 (centres undefined) | 2 | 0.0 | 19 | 3.4

Compound activity (PubChem)
